Bioassay records from PubChem BioAssay.
Efflux pump mplx = antifungal efflux pump inhibition, Nile Red retention. AID 485275. inhibition, % at 10 µM. S. cerevisiae Candida pump triplex. 330,000 compounds, 0.44% hits;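 active means plate passing quality check with inhibition over a set limit, or well fluorescence over plate mean plus 4 SD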;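 further: Nile Red retained in pooled yeast measured as flow cytometry median fluorescence; 0% = buffer negative control and 100% = Enniatin B positive control; higher means more Nile Red kept so more efflux inhibition; some compounds called inactive have numbers as strong as hits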
Fam108B inh = blocks mouse Fam108B hydrolase in RBBP9 counter-screen; recombinant Fam108B, FP-Rh probe fluorescence polarization; inhibition, % at 9.51 µM; 300,000 compounds, 0.33% hits; AID 1947;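 active means inhibition above the screen mean inhibition plus 3 SD, computed separately per campaign, cut at about 18% in these data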;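 further: inhibitors lower polarization as less probe binds the enzyme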
ZTA counter = counter-screen for EBNA-1 inhibitors: inhibitors of Epstein-Barr virus ZTA | ZTA-DNA binding, fluorescence polarization | inhibition, % at 11 µM | 320,000 compounds, 0.15% hits | AID 2234; in the data active means inhibition above about 33%
Yeast superoxide = caloric restriction mimetics inhibiting age-related superoxide in yeast; 330,000 compounds, 0.18% hits; superoxide response (% of plate mean), % at 10 µM; S. cerevisiae aged cells, superoxide DHE fluorescence; stronger effect = lower value;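 active means superoxide response under a set limit, about three screen SD below normal, cut at about 65% in these data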;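 further: yeast aged for seven days with compound at 30 °C before DHE staining; 100% = average MFI of all compound-treated wells on the plate with controls excluded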
EBNA-1 inhibitor = blocks EBNA-1 binding to DNA; inhibition, % at 14.8 µM; 300,000 compounds, 0.34% hits; EBNA-1 DNA binding, fluorescence polarization; in the data active means inhibition above about 28%
GLD-1 TGE inh = GLD-1-TGE RNA interaction inhibition (C. elegans) | Q17339 | purified GLD-1 + fluorescein TGE RNA, fluorescence polarization | inhibition, % at 5.96 µM | 320,000 compounds, 0.44% hits | AID 2280;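 active means percent inhibition above a per-plate cutoff, the plate mean of test compounds plus 3 SD, cut at about 30% in these data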;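 further: 0% = DMSO wells with GLD-1 and probe and 100% = wells lacking GLD-1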
Bcl-xL primary = blocks human Bcl-xL binding to Bim BH3 peptide; Q07817; GST-Bcl-xL / FITC-Bim BH3 peptide fluorescence polarization; inhibition, % at 10.9 µM; 320,000 compounds, 0.7% hits;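 active means inhibition above the mean of all tested compounds plus 3 SD, cutoff set per campaign, cut at about 30% in these data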;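 further: 0% = DMSO wells and 100% = unlabeled Bim-BH3 peptide competitor; inhibitors lower millipolarization by displacing the labeled peptide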
Target sequence (Q07817 whole entry, looked up): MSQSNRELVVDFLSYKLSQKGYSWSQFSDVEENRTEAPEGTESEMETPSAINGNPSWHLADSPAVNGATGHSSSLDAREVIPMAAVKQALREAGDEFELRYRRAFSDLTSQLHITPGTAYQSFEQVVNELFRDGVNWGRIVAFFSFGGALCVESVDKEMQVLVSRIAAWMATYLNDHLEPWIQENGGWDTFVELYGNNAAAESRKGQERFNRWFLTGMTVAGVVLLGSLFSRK
MCL1-BIM inh = inhibitors of human MCL1 binding to BIM-BH3 peptide; Q07820; GST-MCL1 / FITC-Bim-BH3 fluorescence polarization; inhibition, % at 10.9 µM; 320,000 compounds, 0.68% hits; AID 2057;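 active means inhibition above the mean inhibition of all tested compounds plus 3 SD, set per campaign, cut at about 40% in these data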;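 further: 0% = DMSO wells and 100% = unlabeled Bim-BH3 peptide control; higher means more loss of mP so more displacement of Bim peptide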
Target sequence (Q07820 whole entry, looked up): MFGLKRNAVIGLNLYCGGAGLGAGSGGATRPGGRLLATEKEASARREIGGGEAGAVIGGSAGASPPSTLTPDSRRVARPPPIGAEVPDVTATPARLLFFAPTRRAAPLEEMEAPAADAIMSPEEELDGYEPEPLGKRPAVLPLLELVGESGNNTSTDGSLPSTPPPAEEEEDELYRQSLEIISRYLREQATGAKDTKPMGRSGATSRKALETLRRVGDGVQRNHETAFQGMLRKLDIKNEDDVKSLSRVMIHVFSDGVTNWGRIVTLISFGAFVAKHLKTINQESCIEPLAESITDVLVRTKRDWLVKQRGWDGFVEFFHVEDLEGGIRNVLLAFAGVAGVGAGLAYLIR
MEX-5 binding = C. elegans MEX-5 TCR-2 RNA binding activity. 300,000 compounds, 0.38% hits. MEX-5/FITC-TCR2 RNA binding, fluorescence polarization; stronger effect = lower value. activity score (negative = inhibition of binding), % at 10 µM. Q9XUB2;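 active means inhibition past about -25% in most replicates, and total fluorescence under double the plate's negative control median, limit read from the data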;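 further: 0% = DMSO and -100% = 5 µM competing unlabeled TCR2 RNA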
Target sequence (Q9XUB2 whole entry, looked up): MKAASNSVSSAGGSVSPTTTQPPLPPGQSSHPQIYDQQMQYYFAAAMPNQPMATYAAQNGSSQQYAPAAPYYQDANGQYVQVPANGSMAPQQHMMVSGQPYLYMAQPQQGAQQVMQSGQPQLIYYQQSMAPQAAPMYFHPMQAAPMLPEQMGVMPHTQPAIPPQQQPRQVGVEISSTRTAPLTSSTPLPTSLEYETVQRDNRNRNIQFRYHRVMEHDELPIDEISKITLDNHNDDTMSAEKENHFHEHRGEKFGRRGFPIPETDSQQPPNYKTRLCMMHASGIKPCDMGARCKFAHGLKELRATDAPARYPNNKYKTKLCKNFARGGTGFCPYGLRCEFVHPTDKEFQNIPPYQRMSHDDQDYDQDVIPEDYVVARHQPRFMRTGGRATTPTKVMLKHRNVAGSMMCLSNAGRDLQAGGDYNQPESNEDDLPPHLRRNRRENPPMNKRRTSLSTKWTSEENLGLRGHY
An asterisk follows results filed as active; . = no result given. The order is random (roughly 2.3% active in at least one column).

SMILES	Efflux pump mplx	Fam108B inh	ZTA counter	Yeast superoxide	EBNA-1 inhibitor	GLD-1 TGE inh	Bcl-xL primary	MCL1-BIM inh	MEX-5 binding
O=C(O)c1[nH]c2ccccc2c1C(c1cccc(O)c1)c1c(C(=O)O)[nH]c2ccccc12	0.2	0	-6	106	-16	-4	-1	-3	-2.2
Cc1ccc(S(=O)(=O)NC(=O)Nc2nnc(C)s2)cc1	-0.1	1	21	99	9	-4	3	2	-0.8
CCOC(=O)c1sc(Nc2nc(OC)cc(OC)n2)nc1C	0.4	-3	-5	96	-16	-8	2	4	0.1
COc1ccc(N2CCN(C3CCCN(C(=O)CN4CCCC4=O)C3)CC2)cc1 (configuration not stated)	0.2	0	9	108	-2	-5	5	1	-1.7
Cc1cccc(-n2cnc(C(=O)NNC(=S)Nc3ccccc3)c2)n1	0.0	-2	-4	100	10	12	-2	6	0.4
Nc1nc(COc2ccc3ccccc3c2)cs1	0.2	-2	9	125	-3	-1	-3	6	-0.9
O=C(NC(Cc1ccccc1)C(=O)N1CCN(c2ccccn2)CC1)c1ccco1 (configuration not stated)	-0.1	1	-12	85	6	3	8	3	2.4
COC(=O)CN1C(=S)N(C)C(=O)/C1=C/c1cccs1	-0.1	1	-5	97	4	6	-3	-3	-4.3
COc1cc(NC(=O)CSCc2ccc(Cl)cc2)c(C(=O)O)cc1OC	0.1	-5	-2	100	2	2	4	6	0.1
COc1ccc(CCNC(=S)NC(=O)c2ccccc2)cc1C	-0.1	-3	5	84	-6	16	4	1	1.3
CC(C)NS(=O)(=O)c1ccc(OCC(=O)Nc2ccc3c(c2)OCO3)c(Cl)c1	-0.1	0	9	93	1	-2	5	-5	0.0
CCN(CC)S(=O)(=O)c1ccc(C)c(NC(=S)NC2CCCCC2)c1	-0.2	0	12	113	1	-1	3	9	0.9
Cc1ccc2nc(NCc3ccc(F)cc3)c3nncn3c2c1	-0.1	-2	2	92	7	3	5	1	-1.3
Cc1cc(C)n2c(SCC(=O)Nc3cc(C)on3)nnc2n1	-0.1	3	3	94	-2	0	1	3	0.6
Cc1cccc(N2CCN(C(=O)c3cn4ccccc4n3)CC2C)c1 (configuration not stated)	0.1	-2	0	101	-3	5	8	3	0.4
COc1cc(-c2nc(-c3ccc(NC(=O)c4ccc5c(c4)OCO5)cc3)no2)cc(OC)c1OC	0.1	-18	-14	104	-2	5	4	-9	-0.2
CC1=CS/C(=C(/C#N)C(=O)NCc2ccco2)N1c1ccccc1	-0.3	-1	-21	94	-1	-1	13	9	0.3
Cc1ccc(Cl)cc1NC(=O)COC(=O)CC(C)(C)C	-0.1	0	7	107	-2	7	-8	-15	2.6
CC(C)[C@H](NC(=O)c1ccc(Br)cc1)C(=O)NC1CCCCC1	-0.2	.	12	101	.	1	6	-2	.
CCCn1c(SC(C)C(=O)N2CCOCC2)nc2ccc(Br)cc2c1=O (configuration not stated)	0.0	-4	-12	134	-16	-3	0	-6	-0.1
O=C(Cn1cc([N+](=O)[O-])cn1)N1CCCc2ccccc21	0.1	3	-4	87	2	0	5	0	0.8
Cc1ccc(C2CN(CCC(N)=O)C(=O)CO2)cc1 (configuration not stated)	-0.1	0	8	99	11	-8	0	-5	.
C#CCNC(=O)/C=C/c1ccc(C)cc1	.	-3	-3	.	-3	-5	0	-5	1.8
COc1cccc(N/C(SCc2ccccc2C)=C(/C#N)C(=O)NCc2cccs2)c1	5.0	-5	10	105	-2	8	4	9	1.0
Cc1ccc(C(=O)N2CCN(C(=O)c3ccc(C)cc3)C2)cc1	-0.1	3	-1	80	-2	16	6	3	-1.8
CCOC(=O)Cn1c(C)c(Br)c(COC)c(C#N)c1=O	0.1	2	-13	108	-8	-8	4	5	-3.7
C=C[C@@](C)(O)CC[C@@H]1[C@@]2(C)CCCC(C)(C)[C@@H]2CC[C@@]1(C)O	0.0	-1	-7	77	-5	0	1	-1	1.1
CCCOc1ccc(N2C(=O)CC(N(CCc3ccc(S(N)(=O)=O)cc3)C(C)=O)C2=O)cc1 (configuration not stated)	0.0	3	-4	108	-16	-1	2	3	-2.3
CCOC(=O)c1cnc(N)nc1C(F)(F)F	0.0	3	-4	90	-7	7	4	5	-1.3
CCN(CC)CCNC(=O)C(=O)Nc1cc2c3c(c1)CCN3C(=O)CC2	-0.1	-4	5	103	11	-1	3	5	-0.8
Cc1cccc(NC(=O)CSc2nnc(-c3ccncc3)n2C)c1	0.0	-1	0	104	0	0	4	6	0.5
CCN1CCN(S(=O)(=O)CC2(C)C3CCC2(C)C(=O)C3Br)CC1 (configuration not stated)	0.2	-3	-1	99	-8	-1	6	-2	-0.7
CCCCC1=NN(C(=O)c2ccco2)C(O)(C(F)(F)F)C1 (configuration not stated)	-0.2	4	3	102	-3	-2	7	13	-0.4
NNC(=O)COc1cccc2cccnc12	0.0	-2	3	98	8	2	4	3	7.7
N#Cc1c(NC(=O)c2ccc(Br)o2)n(-c2ccccc2)c2nc3ccccc3nc12	-0.1	33*	2	107	-11	11	9	-2	-7.7
COc1ccc(CSc2nnc(CNS(C)(=O)=O)o2)cc1	-0.1	-2	-2	94	-6	2	6	2	3.4

A second format for some results above.
compound,Efflux pump mplx,Fam108B inh,ZTA counter,Yeast superoxide,EBNA-1 inhibitor,GLD-1 TGE inh,Bcl-xL primary,MCL1-BIM inh,MEX-5 binding
Cc1ccc(C2CN(CCC(N)=O)C(=O)CO2)cc1 (configuration not stated),-0.1,0,8,99,11,-8,0,-5,.
C#CCNC(=O)/C=C/c1ccc(C)cc1,.,-3,-3,.,-3,-5,0,-5,1.8
COc1cccc(N/C(SCc2ccccc2C)=C(/C#N)C(=O)NCc2cccs2)c1,5.0,-5,10,105,-2,8,4,9,1.0
Cc1ccc(C(=O)N2CCN(C(=O)c3ccc(C)cc3)C2)cc1,-0.1,3,-1,80,-2,16,6,3,-1.8
CCOC(=O)Cn1c(C)c(Br)c(COC)c(C#N)c1=O,0.1,2,-13,108,-8,-8,4,5,-3.7
C=C[C@@](C)(O)CC[C@@H]1[C@@]2(C)CCCC(C)(C)[C@@H]2CC[C@@]1(C)O,0.0,-1,-7,77,-5,0,1,-1,1.1
CCCOc1ccc(N2C(=O)CC(N(CCc3ccc(S(N)(=O)=O)cc3)C(C)=O)C2=O)cc1 (configuration not stated),0.0,3,-4,108,-16,-1,2,3,-2.3
CCOC(=O)c1cnc(N)nc1C(F)(F)F,0.0,3,-4,90,-7,7,4,5,-1.3
CCN(CC)CCNC(=O)C(=O)Nc1cc2c3c(c1)CCN3C(=O)CC2,-0.1,-4,5,103,11,-1,3,5,-0.8
Cc1cccc(NC(=O)CSc2nnc(-c3ccncc3)n2C)c1,0.0,-1,0,104,0,0,4,6,0.5
CCN1CCN(S(=O)(=O)CC2(C)C3CCC2(C)C(=O)C3Br)CC1 (configuration not stated),0.2,-3,-1,99,-8,-1,6,-2,-0.7
CCCCC1=NN(C(=O)c2ccco2)C(O)(C(F)(F)F)C1 (configuration not stated),-0.2,4,3,102,-3,-2,7,13,-0.4
NNC(=O)COc1cccc2cccnc12,0.0,-2,3,98,8,2,4,3,7.7

The list continues:
SMILES	Efflux pump mplx	Fam108B inh	ZTA counter	Yeast superoxide	EBNA-1 inhibitor	GLD-1 TGE inh	Bcl-xL primary	MCL1-BIM inh	MEX-5 binding
Cc1noc(C)c1COc1cccc(C(=O)Nc2ccc(OCc3ccccc3)cc2)c1	-0.4	-10	-8	108	-10	2	0	-2	-3.0
Cc1cccc[n+]1C1C(c2ccccc2)C(C#N)=C(C(=C=[N-])C#N)NC1(O)C1CC1 (configuration not stated)	0.0	8	8	94	1	18	44*	33	-0.5
O=C(c1ccco1)N1CCN(Cc2ccc(F)cc2Cl)CC1	-0.1	0	0	92	-7	6	16	15	-2.9
COc1ccc(CNC(=O)CCC(=O)Nc2ccc(Cl)cc2)cc1	0.2	4	5	106	2	8	0	8	1.4
COc1ccc(OC)c(C(=O)NC(CC(N)=O)c2ccc(NCCN3CCCC3)c([N+](=O)[O-])c2)c1 (configuration not stated)	-0.1	-1	5	103	7	3	5	7	-1.9
COc1ccccc1NC(=O)CCSc1nnnn1C	-0.2	2	5	93	2	0	4	6	0.4
Cc1ccc(NC(=O)COC(=O)c2ccc(-n3cnnn3)cc2)c(Br)c1	-0.2	.	-13	99	.	0	-11	-13	.
Cc1nn(Cc2c(F)c(F)c(F)c(F)c2F)c(C)c1NC(=O)c1nn(C)cc1[N+](=O)[O-]	0.0	0	4	88	-5	1	2	2	-0.9
Cc1cc(NC(=O)CC23CC4CC(C2)CC(CC(=O)Nc2cc(C)on2)(C4)C3)no1	-0.1	-2	9	106	1	-2	10	9	-1.4
O=C(CCn1c(=O)oc2ccccc21)N1CCN(c2ccccc2Cl)CC1	0.1	-1	-6	114	-4	4	5	2	0.7
CC1(C)Cc2c(cnn2-c2ccccc2)C(NC(=O)CCCN2CCCC2=O)C1 (configuration not stated)	0.0	4	10	89	6	0	4	-2	0.4
COc1ccc(CCNC(=O)C(=O)NCc2ccccc2)cc1OC	0.0	-4	9	80	6	2	2	5	0.4
Cc1ccc(NCCNc2ccc(C)cc2)cc1	-0.1	3	-21	93	0	1	10	6	-1.1
CCN(CC(=O)Nc1ccc(OC)cc1)C(=O)c1ccc(NS(=O)(=O)c2ccc(C(C)=O)cc2)cc1	0.1	-1	8	88	-5	4	0	2	1.4
CCOC(=O)c1ccc(S(=O)(=O)N2CCN(CC(O)COc3ccc(C#N)cc3)CC2)cc1 (configuration not stated)	-0.1	1	-2	100	3	-3	3	9	1.9
Cn1cccc1C(=O)OCC(=O)NCc1ccc2c(c1)OCO2	0.0	.	6	108	.	0	1	4	.
O=C(Cc1cccs1)Nc1ccc(-c2nnc(-c3ccco3)o2)cc1	0.0	-2	3	90	-10	-5	4	-3	-1.6
CCc1ccc(NC(=O)C2CCN(S(=O)(=O)c3ccc4c(c3)CC(C)N4C(C)=O)CC2)cc1 (configuration not stated)	0.2	-2	3	103	12	4	-3	-4	0.2
COc1ccc(C)cc1NS(=O)(=O)c1ccc2c(c1)N(C(C)=O)CCO2	0.1	0	-5	90	-16	1	5	2	-1.1
COc1ccc(NC(=O)c2c(F)c(F)c(F)c(F)c2F)cc1Cl	-0.1	2	11	98	-4	11	2	-2	0.6
COc1ccc(CCNC(=O)COc2cc(C)cc3oc(=O)cc(C)c23)cc1OC	-0.1	3	-3	90	-9	6	5	-1	1.5
O=C(NCc1cccnc1)c1cn(-c2ccccc2)nc1-c1cccs1	0.1	0	-5	121	-1	6	-6	-9	2.0
O=C(O)c1cccc(N2C(=O)c3cc([N+](=O)[O-])cc4cc([N+](=O)[O-])cc(c34)C2=O)c1	0.1	15	13	101	2	2	15	47*	-9.6
O=C(/C=C/c1cccc(Cl)c1)Nc1ccncc1	-0.2	-1	3	97	-2	0	9	2	1.5
COc1ccc(C(=O)Nc2ccc(N3CCN(Cc4ccccc4)CC3)cc2)cc1	-0.1	5	1	90	8	3	1	-7	-2.4
CCn1c(SCC(N)=O)nc2sc3c(c2c1=O)CCN(C)C3	-0.1	-3	-12	127	-3	6	20	14	.
O=C(NCCN1CCN(Cc2ccccc2)CC1)C1CC(=O)N(C2CCCC2)C1 (configuration not stated)	-0.1	-4	-3	88	10	10	9	12	0.0
